# Screening data: PubChem, several laboratories
# Yp Topo-I inh: inhibitors of Yersinia pestis topoisomerase I | AID 504884 | Y. pestis Topo-I cleavage product accumulation, plate reader | activity, % at 10 µM | hit rate 0.064% among 360,000; in the data active = activity above about 50%, passing the limit was not always enough; inconclusive = no clear call, values can overlap the other calls; note: inactives centre near 2
# GDH-TPI counter: inhibits GDH-TPI coupling enzymes, artifact for Mtb FBA screen; GDH-TPI coupled enzyme counterscreen, NADH absorbance; hit rate 1.2% among 360,000; inhibition, % at 4.8 µM; in the data active = inhibition above about 30%;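 note: 0% = DMSO wells and 100% = wells lacking the enzyme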
# Mtb FBA inh: Mtb fructose-bisphosphate aldolase inhibition; P9WQA3; purified M. tuberculosis FBA, fluorescence read-out; inhibition, % at 1 µM; hit rate 2.3% among 360,000; AID 588726; in the data active = inhibition above about 27%;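 note: 0% = vehicle and 100% = reference inhibitor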
# Target sequence (P9WQA3 whole entry, looked up): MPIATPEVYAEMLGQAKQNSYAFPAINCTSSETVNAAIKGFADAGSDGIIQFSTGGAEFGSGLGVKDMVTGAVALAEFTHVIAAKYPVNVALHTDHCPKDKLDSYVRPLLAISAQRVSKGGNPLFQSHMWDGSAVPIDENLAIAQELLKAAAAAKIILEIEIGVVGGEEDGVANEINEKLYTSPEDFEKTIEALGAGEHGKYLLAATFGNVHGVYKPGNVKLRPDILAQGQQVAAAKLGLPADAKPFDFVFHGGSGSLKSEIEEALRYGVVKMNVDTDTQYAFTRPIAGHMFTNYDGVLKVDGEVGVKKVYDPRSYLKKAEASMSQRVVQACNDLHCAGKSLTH
# TcdB GH inh: TcdB glycohydrolase inhibition; TcdB glycohydrolase enzymatic assay, plate reader; hit rate 0.24% among 350,000; P18177; inhibition, % at 9.99 µM; in the data active = inhibition above about 10%
# BH1578 lux ind: induces V. cholerae light production without autoinducers | V. cholerae BH1578 lux reporter, luminescence, 6 h | activation, % at 18.7 µM | hit rate 0.16% among 350,000 | AID 588436; in the data active = activation mostly above about 9.7%, no sharp cut-off; inconclusive = no clear call, values can overlap the other calls; inactive = mostly below about 3.7%; note: not every result past the cut was called active; inactives centre near 0; reference of the scale not given here
# PfHsp40 rescue: restores yeast growth despite PfHsp40 toxicity | growth rescue, % at 12.5 µM | AID 504582 | S. cerevisiae expressing PfHsp40, growth rescue, ATP luminescence | hit rate 0.68% among 340,000; in the data active = growth rescue above about 28%, passing the limit was not always enough; inconclusive = no clear call, values can overlap the other calls;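 note: yeast W303a lacking pdr1 and pdr3 grown in galactose medium; growth measured after three days at 30 °C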
# BioA inh: BioA (M. tuberculosis) enzyme inhibition; hit rate 0.096% among 360,000; purified M. tuberculosis BioA enzyme, plate reader; inhibition, % at 9.99 µM; in the data active = inhibition above about 40%; inconclusive = no clear call, values can overlap the other calls
# FadD28 binding: M. tuberculosis FadD28 bisubstrate binding inhibition | inhibition, % at 12.5 µM | AID 588549 | hit rate 0.22% among 360,000 | FadD28 bisubstrate probe binding, fluorescence polarization; in the data active = inhibition above about 8.5%, passing the limit was not always enough; inconclusive = no clear call, values can overlap the other calls
# UGM FP inh: Mtb UDP-galactopyranose mutase inhibition. P9WIQ1. purified UGM, fluorescence polarization probe displacement. inhibition, % at 10 µM. hit rate 0.06% among 320,000. AID 504406; in the data active = inhibition above about 10%, passing the limit was not always enough; inconclusive = no clear call, values can overlap the other calls
# Target sequence (P9WIQ1 whole entry, looked up): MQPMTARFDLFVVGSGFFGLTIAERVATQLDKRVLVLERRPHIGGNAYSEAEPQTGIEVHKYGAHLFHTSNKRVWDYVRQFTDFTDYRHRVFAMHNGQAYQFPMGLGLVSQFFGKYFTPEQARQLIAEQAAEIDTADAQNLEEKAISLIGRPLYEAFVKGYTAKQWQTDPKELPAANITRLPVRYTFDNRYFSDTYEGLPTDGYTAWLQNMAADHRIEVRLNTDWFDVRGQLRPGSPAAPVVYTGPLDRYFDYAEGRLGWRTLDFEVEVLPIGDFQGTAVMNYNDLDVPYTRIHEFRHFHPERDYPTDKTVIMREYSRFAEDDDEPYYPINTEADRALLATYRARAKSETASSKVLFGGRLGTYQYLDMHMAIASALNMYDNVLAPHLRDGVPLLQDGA
# Active calls of the source: *; i = inactive; ? = inconclusive; nt = no result given; & = joins results of further samples.
structure,Yp Topo-I inh,GDH-TPI counter,Mtb FBA inh,TcdB GH inh,BH1578 lux ind,PfHsp40 rescue,BioA inh,FadD28 binding,UGM FP inh
COc1ccc(NS(=O)(=O)c2cc(NC(=O)c3ccc(=O)[nH]c3)ccc2C)cc1,1,-7,1,1.3,i,-1.4,-1.3,0.4,-0.7
CC(C)Cc1ccc(CN2C(C)C(=O)N(Cc3cn(Cc4ccco4)nn3)CCS2(=O)=O)cc1 (stereo unspecified),nt,nt,4,0.4,nt,nt,2.0,-2.3,nt
CN(C)CCN=Cc1c(O)n(C2CCCCCC2)c(=O)[nH]c1=O,4,-1,3,nt,-6.7,-1.8,0.3,-4.2,-0.5
CC1(C)C=C(c2ccc(C(=O)O)s2)CC(C)(C)N1,-3,-1,1,-1.0,-0.2,-1.0,-2.5,-0.7,4.0
COc1cc(CCC(O)CC(=O)CCc2ccccc2)ccc1O (stereo unspecified),19,3,0,3.4,-0.4,0.0,1.8,-1.0,2.1
Cc1ccc(O)c(C(=O)c2cnc3onc(-c4ccc(F)cc4)c3c2)c1,8,9,-2,3.0,-0.2,?,nt,0.7,1.1
C[C@@H](CN=[N+]=[N-])CN1CC[C@H](C(C)(C)C)CCC1=O,-4,-4,0,0.1,0.5,0.1,-0.2,-2.8,-0.4
COc1ccccc1NC(=O)COC(=O)c1cc2ccccc2cc1O,2,3,-4,0.6,1.6,-0.4,-2.5,-3.9,2.2
CCCc1c(C)nn(C(=O)/C(C#N)=N/Nc2ccccc2[N+](=O)[O-])c1C,3,13,-9,1.3,i,8.1,nt,-2.0,2.2
O=C1C=C(NCc2ccccc2)C2(CCCCC2)O1,1,3,-4,nt,-5.6,0.0,0.3,-3.6,3.1
CC1=NN(c2ccccc2)C(=O)C1(C)[N+](=O)[O-] (stereo unspecified),4,16,-2,nt,i,-0.5,nt,-4.8,3.2
COc1ccc(-c2oc(=O)c3cc(OC)c(OC)cc3c2/C=C/c2ccc(OC(C)=O)cc2)cc1,-5,11,16,0.9,-0.4,-1.2,-2.6,0.2,-0.6
Cc1cccc(NC(=O)CSc2nnc(-c3cnccn3)n2Cc2ccco2)c1,-7,28,4,nt,-2.9,-0.3,-2.0,-1.3,1.3
Cc1cccc(NS(=O)(=O)c2nnc(NC(=O)CC(C)C)s2)c1,5,11,0,0.4,-1.2,0.1,0.0,1.7,1.1
Cc1nn(-c2ccccc2)c(Cl)c1C1C(C#N)=C(N)OC2=C1C(=O)CC(C)(C)C2 (stereo unspecified),1,6,0,nt,i,1.6,-4.5,-46,2.9
CC1=NN(C(=O)c2csc(C)c2)C(O)(C(F)(F)F)C1 (stereo unspecified),6,21,3,nt,i,-0.1,-5.9,0.6,0.2
O=C(Nc1cc(S(=O)(=O)N2CCCCCC2)ccc1OCC(F)(F)F)c1ccc(=O)[nH]c1,2,4,-1,0.1,-2.0,-1.7,-1.2,-1.4,1.8
CN(N=Cc1ccccc1)C(=S)Nc1ccccc1,2,0,-2,3.5,-0.3,nt,-0.5,-2.9,nt
CCc1ccc(C(=O)NCc2cnn(C)c2)s1,3,-3,2,0.3,i,0.1,2.0,-3.3,nt
O=C(C1CCCO1)N1CCN(C(=S)Nc2ccc(Br)cc2)CC1 (stereo unspecified),-3,-6,1,2.2,i,-1.0,1.2,-3.0,0.2
O=C(c1ccc(S(=O)(=O)NCc2ccco2)cc1)N1CCN(Cc2ccccc2)CC1,8,2,3,0.5,i,11,nt,0.3,-0.8
COc1ccc(C)cc1NC(=O)C1CC(=O)N(CCc2ccc(F)cc2)C1 (stereo unspecified),1,17,2,1.3,-0.8,-0.3,-0.4,1.8,nt
COc1cc2c(cc1OC)CN(C(=O)CN1CCN(S(=O)(=O)c3ccccc3Br)CC1)CC2,29,-3,-1,1.3,-0.3,3.4,0.9,-4.6,-2.2
Cc1ccc2[nH]c3c(=O)n(N)c(=O)[nH]c3c2c1,0,10,119*,0.7,i,nt,-2.2,-2.5,-0.9
O=c1c2[nH]c3ccccc3c2nc2n1CCCS2,-7,6,-1,0.9,i,8.1,-2.7,-2.8,0.0
CCCCCCSc1cc(-c2nc3ccc(Cl)cn3c2NCCCC)ccc1OC,8,6,1,-11&-1.1,i,-0.1,-0.4,-2.4,-1.9
Cc1nc(NC(=O)Nc2ccc(Cl)cc2)sc1C,3,2,1,1.5,-2.1,-1.7,0.1,-0.9,-3.5
COc1cc(OC)c(OC)cc1CN1CCN(C(=O)CC(C)C)CC1,-7,-4,0,-0.3,1.6,-0.5,0.0,0.6,-0.3
COc1ccc(N(CC(=O)NCc2cccnc2)S(=O)(=O)c2ccc(C)c([N+](=O)[O-])c2)cc1,11,1,1,-0.1,-0.8,-0.9,nt,-0.9,2.8
O=C(CCc1ccccc1Cl)Nc1cc2c(cc1C(=O)O)OCCCO2,6,-16,-2,0.7,-0.4,-1.1,-0.3,-1.7,-0.8

# By substructure, the compounds so far with a CF3 group
structure,Yp Topo-I inh,GDH-TPI counter,Mtb FBA inh,TcdB GH inh,BH1578 lux ind,PfHsp40 rescue,BioA inh,FadD28 binding,UGM FP inh
CC1=NN(C(=O)c2csc(C)c2)C(O)(C(F)(F)F)C1 (stereo unspecified),6,21,3,nt,i,-0.1,-5.9,0.6,0.2
O=C(Nc1cc(S(=O)(=O)N2CCCCCC2)ccc1OCC(F)(F)F)c1ccc(=O)[nH]c1,2,4,-1,0.1,-2.0,-1.7,-1.2,-1.4,1.8

# Remaining list, next part
structure,Yp Topo-I inh,GDH-TPI counter,Mtb FBA inh,TcdB GH inh,BH1578 lux ind,PfHsp40 rescue,BioA inh,FadD28 binding,UGM FP inh
Cc1ccc(C)c(NC(NC(=O)c2ccccn2)C(Cl)(Cl)Cl)c1 (stereo unspecified),21,3,2,-0.6,-0.1,-1.9,nt,-1.7,0.5
CC(/C=N/NC(=O)CSc1nc(C)cc(C)n1)=C\c1ccccc1,33,11,0,nt,-0.5,2.7,4.4,-1.1,2.3
Cc1cc(C)cc(NC(=S)N2C3CCCC2CC(NC(=O)C2CC2)C3)c1 (stereo unspecified),3,1,1,1.9,i,-1.7,-0.3,-0.2,-0.5
CCCOc1cccc(C(=O)NC(=S)Nc2ccccc2)c1,28,-7,0,0.6,-0.4,13,0.4,0.3,-3.9
COCCNc1c([N+](=O)[O-])c(=O)n(-c2ccccc2)c2ccccc12,0,4,-1,nt,-0.8,0.1,nt,-1.0,0.0
O=C1NC(c2ccco2)Nc2sc3c(c21)CCN(Cc1ccccc1)C3 (stereo unspecified),15,17,20,-1.1,-0.1,0.2,-1.9,-0.8,-1.7
O=C(O)c1ccc(CSc2nnc(-c3ccncc3)n2-c2ccc(Cl)cc2)cc1,4,0,8,-0.5,0.1,-0.5,nt,-2.2,1.3
COc1ccc(NS(=O)(=O)c2ccc3c(c2)Cc2ccccc2-3)cn1,24,8,0,nt,1.2,28*,nt,-2.2,-0.9
CC1CCCN(C(=O)COC(=O)c2cc([N+](=O)[O-])ccc2N2CCOCC2)C1 (stereo unspecified),3,4,-4,1.1,2.9,0.4,nt,-0.4,-0.3
CCCC(C)NC(=O)CSc1nc2ccc(C)cc2[nH]1 (stereo unspecified),7,2,-1,1.8,i,-0.5,nt,-3.9,-1.1
COc1ccc(/C=N/NC(=O)c2ccc(Cn3cc([N+](=O)[O-])cn3)o2)cc1O,0,37*,0,nt,0.4,-1.5,-0.7,-2.9,1.1
O=c1c2ccccc2nc2n1CCCCC2,10,-8,-14,nt,-2.8,0.6,-0.4,-3.3,2.4
O=c1cccc2n1CC1CC2CN(c2ncnc3c2cnn3-c2ccccc2)C1 (stereo unspecified),3,6,6,nt,i,-0.7,-0.1,-12,-1.0
CC(=O)Nc1ccc(Nc2c3c4c(cccc4n(C)c2=O)C(=O)c2ccccc2-3)cc1,5,20,-5,0.8,-0.5,6.0,-5.1,-3.2,4.3
O=C(Cc1ccc(S(=O)(=O)N2CCCC2)s1)N1CCN(c2ccc(F)cc2)CC1,29,5,1,0.8,i,0.6,nt,-1.2,0.6
O=S1(=O)CCN(C2CCCC2)CC1,5,0,-4,0.8,i,nt,0.1,-2.7,nt
COc1cccc(-n2nnnc2SCC(=O)Nc2cccc(C)n2)c1,13,-3,-1,-0.8,i,-1.6,0.3,?,-0.3
CN(Cc1ccccc1)C(=O)CN1C(=O)c2ccccc2S1(=O)=O,11,-1,1,0.8,0.4,-1.2,nt,nt,0.9
Cc1nc(COC(=O)c2ccc(S(=O)(=O)N3CCCC3)cc2)cs1,-7,5,-1,nt,1.3,-0.6,0.9,-4.0,-1.5
Cc1c(Oc2ccc(C(F)(F)F)cc2[N+](=O)[O-])ccc2c3c(c(=O)oc12)CCC3,7,6,10,nt,i,-0.8,nt,1.6,-2.3
CC1(C(=O)OCC(=O)Nc2cc(S(=O)(=O)N3CCOCC3)ccc2Cl)CC1(Cl)Cl (stereo unspecified),24,5,1,1.4,-0.6,1.2,-1.5,-3.6,nt
CCOc1cc(C(=O)Nc2ccc([N+](=O)[O-])cn2)cc(OCC)c1OCC,-4,20,-1,0.5,i,-1.4,0.5,-1.7,3.4
CC1CCN(C(=O)COC(=O)c2ccc3c(c2)C(=O)N(Cc2ccco2)C3=O)CC1,-5,-6,3,-1.7,i,0.7,-0.1,-0.7,nt
O=C(NC(=S)Nc1c(F)cc(F)cc1Br)c1ccc2c(c1)OCCO2,-11,3,2,1.8,0.5,-0.1,nt,0.6,2.6
Cn1cccc1Cc1nnc(SCC(=O)Nc2ccc3c(c2)OCO3)n1CCc1ccccc1,17,-5,-1,2.1,-0.2,0.8,0.4,-4.6,2.3
O=C(c1ccco1)N1CCN(C2CN(Cc3ccc([N+](=O)[O-])cc3)S(=O)(=O)C2)CC1 (stereo unspecified),1,-1,-1,0.7,-0.4,nt,0.3,-3.0,nt
Cc1ccc(O)c(C=Nc2cc(C)ccc2O)c1,-3,-2,3,nt,2.4,-1.3,-0.4,1.2,nt
O=C1CCc2ccc(NS(=O)(=O)c3ccc(F)cc3)cc2N1,-10,10,5,3.4,-0.8,-1.4,nt,0.1,-0.1
N#Cc1ccc(C(=O)Nc2nc3ccccc3[nH]2)cc1,-5,14,0,-4.2,-0.6,-0.6,-5.3,0.8,-0.6
COc1ccc(-n2ncc3c(NCc4ccccn4)ncnc32)cc1,-7,-7,6,nt,i,0.7,32,-2.9,0.8

# (cont.)
structure,Yp Topo-I inh,GDH-TPI counter,Mtb FBA inh,TcdB GH inh,BH1578 lux ind,PfHsp40 rescue,BioA inh,FadD28 binding,UGM FP inh
COc1ccc(/C=C/c2nc(S(=O)(=O)c3ccccc3)c(N(C)C)o2)cc1OC,30,23,12,-0.4,-0.3,-1.0,-0.1,-1.0,3.8
Nc1nc(NCC(=O)O)nc(NC2CCCCC2)c1[N+](=O)[O-],-6,8,1,-1.4,1.9,0.6,0.9,-3.5,-0.8
CC1Cn2c(nc3sc4c(c3c2=O)CCC4)N1CCO (stereo unspecified),-2,10,11,nt,i,-0.1,nt,-2.9,1.4
Cc1nnc(C)n1/N=C/c1ccc(C(C)C)cc1,-4,2,4,0.5,-0.4,-0.2,0.1,0.1,1.5
O=C(NNS(=O)(=O)c1ccccc1[N+](=O)[O-])c1cccnc1,14,2,-1,-2.9,-3.6,-0.3,nt,-1.9,1.5
CC(C)(C)c1ccc(S(=O)(=O)NC(=O)C2(C)CCN2C(=O)CC2CC2)cc1 (stereo unspecified),3,1,1,1.4,i,nt,0.0,0.3,nt
Cc1ccn2c(C(=O)NNC(=O)Nc3ccc(Cl)cc3)c(C)nc2c1,-7,8,5,1.1,-0.1,0.4,-0.2,nt,0.2
CN(CC(O)COc1ccc(OCC(O)CN(C)C2CCCCC2)cc1)C1CCCCC1 (stereo unspecified),-1,9,3,nt,i,-0.2,nt,-2.1,-5.3
C=CCN(CC=C)C(=O)c1ccccc1NC(=O)c1ccccc1C,-6,-13,1,nt,-0.4,1.3,-2.6,-4.7,3.9
Cn1c(N)c(S(=O)(=O)N2CCN(c3ccccc3F)CC2)c(=O)n(C)c1=O,1,10,6,2.5,-0.8,-3.0,1.1,-1.1,-2.9
